# M1AAP inhibition = P. falciparum M1AAP inhibitors, biochemical, fluorogenic H-Leu-NHMec substrate, 1536-well (AID 1445); actives 0.42% (n = 220,000); inhibition, % at 30 µM, or IC50 in µM where a hit was titrated; Aminopeptidase N (Plasmodium falciparum (isolate 3D7)); recombinant M1AAP, H-Leu-NHMec fluorogenic kinetic assay; higher % means a stronger effect;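 active means primary inhibition above the hit cutoff, then over 50% inhibition at one or more dose response concentrations, cut at about 23% in these data, passing the limit was not always enough; inconclusive means conflicting primary data, or primary hits not chosen for dose response; inactive means low primary inhibition, or under 50% at every dose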;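 further: plate controls were DMSO full reaction for no effect and no enzyme background for full effect; strong numbers were not always called active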
# UTI89 phage lysis = inhibition of K1F phage lysis, E. coli UTI89, bacterial capsule biogenesis inhibitors, alamar blue (AID 488966). actives 0.02% (n = 340,000). E. coli UTI89 K1F phage lysis, alamar blue, 2 h; higher % means a stronger effect. inhibition, % at 100 µM, or IC50 in µM where a hit was titrated;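 active means phage lysis inhibition, versus mean bacterial control, above a set limit; inconclusive means no clear call, values can overlap the other calls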;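 further: capsule biogenesis inhibitors block K1F phage lysis so surviving cells raise fluorescence; higher fluorescence means more inhibition of phage lysis; actives were called in the ten point dose series up to 300 µM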
# Myeloid diff MLP = induction of myeloid progenitor differentiation, primary screen, cell-based, flow cytometry, MLPCN library; actives 1% (n = 360,000); ER-HoxA9 myeloid progenitors, lysozyme-GFP differentiation; AID 624256, 2012; calls only at 10 µM;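 active means normalized GFP-positive differentiation at or above the plate's own cutoff, the solvent-only control mean plus 3 SD; inconclusive means no clear call, values can overlap the other calls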;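 further: cells exposed to compound for four days before flow analysis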
# CSM14.1 death rescue = rescue of cells from ER stress-induced death, primary screen, 384-well, CSM14.1, thapsigargin, ATP luminescence (AID 1222); CSM14.1 thapsigargin-induced death rescue, ATP luminescence; higher % means a stronger effect; cellular ATP content (survival), % at 20 µM; hits with a dose series show EC50 in µM; 190,000 tested, under 10 active;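 active means EC50 below 50 µM in the dose-response confirmation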;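 further: death triggered by thapsigargin at about 15 µM added after 2 h compound pretreatment; cell ATP read after overnight thapsigargin exposure of roughly 18 to 22 hours; normalized against plate controls of thapsigargin alone and 5% DMSO vehicle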
# WT yeast gro inh = growth inhibition of WT strain, primary screen, mitochondrial fusion inhibitor project, WT and mutant strains, chemical genetic | mitochondrial fusion phenotypic screen | inhibition, % at 10 µM | actives 2.1% (n = 190,000) | AID 1362, 2008; in the data active means inhibition above about 58%; tested in S. cerevisiae
# human PMI inhibition = inhibitors of human PMI, primary screen, biochemical, fluorescence intensity, coupled assay (AID 1209); purified PMI enzyme, coupled fluorescence intensity; higher % means a stronger effect; inhibition, % at 20 µM, or IC50 in µM where a hit was titrated; actives 0.42% (n = 190,000);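 further: plate controls were DMSO vehicle for no effect and wells lacking substrate for full effect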
# TNAP activation fold = human TNAP enzyme activators, primary screen, biochemical, luminescent, no phosphate acceptor, uHTS (AID 1001). purified TNAP, luminescent activation assay, no phosphate acceptor; higher activation fold means a stronger effect. one-dose activation fold at 20 µM; EC50 in µM for titrated hits. actives 0.03% (n = 200,000); in the data active means activation fold from about 3, or a potency from the dose series; inactive means the rest, 99 in 100 with activation fold below about 1.6; further: many of its hits are not listed in these tables
# Hep lipid drop = inhibitors of hepatocyte lipid droplet formation, primary screen, imaging, high-throughput imaging, BODIPY stain | AML12 mouse hepatocytes, oleate lipid droplets | AID 1656, 2009 | inhibition, % at 6.5 µM | actives 0.4% (n = 240,000);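 active means lipid droplet intensity inhibited by at least 50%, with more than 500 cells counted; inconclusive means wells with under 300 cells, treated as cytotoxic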
#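 Material – mouse AML12 hepatocyte cell line, fixed after treatment · Compound dosing – one dose, 6.5 µM compound · Times – compound with oleate, overnight · Measured by – Image-based BODIPY and DAPI two-channel analysis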
# human PMI inhibitors = human PMI inhibitors, high substrate, primary screen, biochemical, fluorescence intensity, high mannose 6-phosphate (AID 1220); one-dose inhibition, % at 20 µM; IC50 in µM for titrated hits; Mannose-6-phosphate isomerase (Homo sapiens); recombinant PMI enzyme, coupled fluorescence intensity; higher % means a stronger effect; actives 0.66% (n = 190,000)
# WT yeast gro inh mutant strain = second read-out of WT yeast gro inh, no call of its own (marks repeat the call); inhibition, %; mitochondrial fusion phenotypic screen, mutant strain inhibition
# Hep lipid drop cells 6.5 µM = recorded beside Hep lipid drop, whose call it bears; cell count; measured here: cell count, cytotoxicity flag;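 cells counted across two imaged fields per well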
# Myeloid diff MLP GFP+ MAC1+ % = recorded beside Myeloid diff MLP, whose call it bears; GFP+ MAC1+ double positive, %; measured here: differentiation confirmed by MAC1 staining
# The depositor's hits bear a star; i = inactive; ? = inconclusive; · = no result given; + = active, no number. Unless noted, no stated cut-off is given here; in the data, active means inhibition above about 50%; inactive means the rest.
structure	M1AAP inhibition	UTI89 phage lysis	Myeloid diff MLP	Myeloid diff MLP GFP+ MAC1+ %	CSM14.1 death rescue	WT yeast gro inh	WT yeast gro inh mutant strain	human PMI inhibition	TNAP activation fold	Hep lipid drop	Hep lipid drop cells 6.5 µM	human PMI inhibitors
COc1ccc(N2C(=O)NC(NC(=O)c3cccnc3)(C(F)(F)F)C2=O)cc1 (stereo unspecified)	-2%	-0.3%	i	0.4	0.0%	-2	2	14%	1.1	16	713	16%
CCOC(=O)c1c(C)[nH]c(N=Nc2ccc(OC)cc2)c1C	3%	0.1%	i	0.2	·	·	·	·	·	10	648	·
O=C(CSc1ncn(-c2ccccc2)n1)c1cccs1	9%	0.7%	i	1.9	-3.2%	-21	15	19%	1.1	3	739	9%
O=C(OCc1ccccc1)N1CCOCCOCCN(C(=O)OCc2ccccc2)CCOCCOCC1	13%	-0.2%	+	16*	7.5%	7	-10	6%	1	·	·	2%
COc1ccc(/C=C2\N=C(c3ccccc3)NNC2=O)cc1	12%	-1.3%	i	0.8	·	·	·	·	·	-8	684	·
CC1(C)CC(=O)C(C(=O)CCCCC(=O)C2C(=O)CC(C)(C)CC2=O)C(=O)C1	-2%	1.0%	i	0.8	·	2	-21	7%	1.1	-2	639	2%
CC[n+]1ccc(C)c2cc(S(=O)C(F)(F)F)ccc21 (stereo unspecified)	11%	0.0%	i	0.6	2.5%	12	5	-16%	1.1	·	·	5%
Cc1ccc2[nH]c(=O)c(Cc3ccccc3)c(O)c2c1	3%	0.4%	i	0.1	-1.6%	-22	5	4%	1.1	-19	627	0%
CCCC(c1nnnn1Cc1ccco1)N1CCN(C2CCCC2)CC1 (stereo unspecified)	5%	2.0%	i	0.2	1.7%	-20	-7	-16%	1.1	·	·	-13%
COc1ccc(C(=O)Nc2ccc(Oc3ncnc4sc(-c5ccccc5)cc34)cc2)cc1OC	4%	0.7%	i	0.6	-0.2%	6	11	1%	1	17	664	-4%
Cc1csc(NC(=O)CSc2nnc(-c3ccoc3C)n2Cc2ccco2)n1	3%	-0.7%	i	0.9	2.5%	-9	-53	14%	1	0	806	8%
Cc1cc(=O)[nH]c(-c2ccccc2O)n1	11%	4.9%	i	3.0	1.0%	6	5	2%	1.1	·	·	14%
CCN(CC)CCNC(=O)c1ccc(CS(=O)(=O)c2ccc(Br)cc2)o1	3%	1.1%	i	2.6	-2.7%	3	-1	-17%	1	-18	758	-9%
Cc1nnc(SCC(N)=O)n1CCc1ccccc1	-4%	-1.2%	i	1.3	1.6%	1	10	4%	1.1	24	717	9%
CC(C)CNC(=O)c1ccccc1NC(=O)CN(c1ccccc1)S(=O)(=O)N(C)C	2%	-0.5%	·	·	-0.2%	12	3	19%	1.1	-6	733	17%
CCOC(=O)C1CCN(c2nc3ccccc3nc2C(C#N)C(=O)OC(C)COC)CC1 (stereo unspecified)	6%	1.7%	i	0.8	-1.7%	-6	-15	11%	1	0	730	15%
COc1ccccc1-c1cn[nH]c1-c1ccc(OCc2ccccc2F)cc1O	-5%	-0.1%	i	0.6	·	·	·	·	·	1	765	·
N/C(=N\OC(=O)c1cc(Br)ccc1Cl)c1cccnc1	2%	-0.5%	i	0.3	-1.6%	2	7	-2%	1.2	2	758	-5%
Cc1ccc(OC(=O)Nc2ccccc2)cc1	3%	-0.7%	i	0.7	·	-4	12	-5%	1.1	5	701	-3%
COCCN(C(=O)CCC(=O)Nc1ccccn1)C(C(=O)NC1CCCC1)c1ccc(OC)cc1 (stereo unspecified)	-5%	0.2%	i	0.1	-1.6%	22	8	3%	1	-17	677	-4%
O=C(NCCCCO)C(F)(F)C(F)(F)C(F)(F)C(=O)NCCCCO	2%	0.5%	i	0.8	-0.6%	·	·	0%	1	·	·	9%
CCN(C1CCS(=O)(=O)C1)S(=O)(=O)c1cccc([N+](=O)[O-])c1 (stereo unspecified)	2%	0.4%	·	·	0.4%	-4	12	-2%	1.1	1	694	-4%
Cc1ccc([N+](=O)[O-])c(OCCN2CCC(Cc3ccccc3)CC2)c1	0%	0.4%	i	0.2	-2.2%	-9	39	10%	1.1	4	709	12%
Cc1cccc(-n2ncc3c(NCc4ccc5c(c4)OCO5)ncnc32)c1	-2%	0.1%	i	0.8	-2.8%	53	11	17%	1.1	-1	768	10%
Cc1ccc(CC2CC(=O)N(c3ccncc3)C2=O)cc1 (stereo unspecified)	3%	0.3%	i	0.8	-1.4%	5	-15	3%	1.1	·	·	1%
COc1cccc(C2=CC(c3ccc(N(C)C)cc3)n3ncnc3N2)c1 (stereo unspecified)	15%	·	·	·	0.1%	47	30	-22%	1	·	·	2%
Cc1cc(-n2ccc(=O)[nH]c2=O)nc(-c2ccccc2)n1	0%	0.4%	?	·	0.6%	3	-3	7%	1.1	·	·	26%
CCN1/C(=C/c2ccc3cccc(C)c3[n+]2CC)Sc2ccccc21	18%	-13%	?	·	-4.9%	62*	60*	0%	0.7	·	·	-11%
COc1cccc(/C=C2/CN(C)CC3=C2OC(N)=C(C#N)C3c2cccc(OC)c2)c1 (stereo unspecified)	5%	-0.3%	i	1.3	-1.4%	-10	-9	12%	1	-35	628	17%
O=c1c(-c2ccccc2)coc2c(CN3CCCC3)c(O)ccc12	11%	5.5%	i	2.8	0.3%	-9	-3	14%	1	·	·	17%

# Some entries already given, limited to TNAP activation fold and Myeloid diff MLP GFP+ MAC1+ %.
Molecule | TNAP activation fold | Myeloid diff MLP GFP+ MAC1+ %
O=C(NCCCCO)C(F)(F)C(F)(F)C(F)(F)C(=O)NCCCCO | 1 | 0.8
CCN(C1CCS(=O)(=O)C1)S(=O)(=O)c1cccc([N+](=O)[O-])c1 (stereo unspecified) | 1.1 | ·

# (continued)
structure	M1AAP inhibition	UTI89 phage lysis	Myeloid diff MLP	Myeloid diff MLP GFP+ MAC1+ %	CSM14.1 death rescue	WT yeast gro inh	WT yeast gro inh mutant strain	human PMI inhibition	TNAP activation fold	Hep lipid drop	Hep lipid drop cells 6.5 µM	human PMI inhibitors
CCCOC(=O)c1c(NC(=O)CSc2nc(-c3ccco3)cc(C(F)(F)F)n2)sc(C(=O)OC)c1C	3%	7.8%	i	3.4	-4.0%	4	16	-8%	1	-1	736	-18%
COc1ccc(-c2cc(=O)c3ccccc3[nH]2)cc1	5%	0.4%	i	0.6	-5.6%	-3	-9	-26%	1.1	-3	759	-30%
CC(C)(C)NC(=O)Cc1ccc(Cl)c(Cl)c1	1%	-3.2%	i	0.4	-0.7%	16	8	-6%	1.1	-1	699	1%
Cc1cccc(CN2CCC(C(N)=O)CC2)c1	3%	4.0%	i	0.6	-0.6%	-6	0	-6%	1.1	-9	782	-6%
Cc1ccc(-c2csc(=S)[nH]2)cc1	3%	0.0%	i	1.4	-0.1%	55	48	-60%	1.1	-2	649	-88%
C=CCNC(=O)C(C)Sc1ccc(Cl)cc1 (stereo unspecified)	6%	2.5%	i	2.3	-2.8%	1	3	6%	1.1	-3	623	8%
CC(=O)Cc1nsc(NC(=O)c2ccc(COc3ccc(C)cc3)o2)n1	9%	i	i	1.3	-0.8%	-3	7	-5%	1	·	·	-6%
COc1ccccc1C(C)NCC(=O)Nc1ccccc1C(F)(F)F (stereo unspecified)	-2%	1.6%	i	0.9	-1.2%	2	-8	8%	0.9	-15	659	11%
O=S(=O)(c1cccc2cccc(Cl)c12)N1CCCC1	4%	0.3%	i	0.4	0.9%	-11	3	5%	1.1	5	741	5%
Cc1ccccc1CN1CCN(C(=O)c2cccc(F)c2)CC1	2%	-2.1%	i	0.5	-2.3%	-17	-14	15%	1.1	-5	749	12%
O=C(Nc1cccnc1)C1(F)C(F)(F)C(F)(F)C(F)(F)C(F)(F)C1(F)F	3%	0.4%	i	1.4	-2.9%	27	-5	13%	1.1	·	·	11%
CN(C)C(=O)CSc1nc2ccccc2c(=O)[nH]1	7%	0.3%	i	0.6	-2.8%	0	10	6%	1.1	-2	741	2%
CCn1c(C)nc2cc(C(=O)N/N=C/c3cccc(OC)c3O)ccc21	6%	-1.2%	i	0.6	2.6%	12	7	6%	2.4	-10	587	-9%
O=C(Nc1nnc(CCN2CCCCC2)s1)c1ccc(Cl)cc1Cl	-1%	-0.5%	i	0.2	·	·	·	·	·	-5	747	·
O=C(NC1CCCc2ccccc21)c1n[nH]c(=O)c2ccccc12 (stereo unspecified)	3%	0.1%	+	1.2*	0.5%	-8	-20	-1%	1.1	8	739	3%
Cc1ccc(C2C=NN(c3ccccc3)C2=O)cc1 (stereo unspecified)	4%	0.3%	i	0.4	-1.6%	-3	-4	-4%	1.1	10	734	-12%
CC(/C=C/c1ccc(O)cc1)=N/O	5%	2.2%	+	1.3*	-1.9%	-13	-14	-10%	1.1	-6	703	-13%
O=C(Nc1ccccc1)N1CCC(c2nc(-c3ccc(S(=O)(=O)N4CCOCC4)cc3)no2)CC1	1%	-1.4%	i	11	-1.1%	-4	-11	-3%	1	·	·	-8%
CCOC(=O)c1ccc2c(c1)nc(COc1ccc(OC)cc1)n2CC	-3%	6.2%	i	0.4	-0.5%	0	6	10%	1.1	·	·	5%
Cc1ccc(CNC2=NCCCCC2)n1C	11%	0.3%	i	0.5	0.6%	9	20	16%	1.1	0	792	20%
CC(=O)N(C)c1ccc(NC(=O)Nc2ccc(C)c(C)c2)cc1	2%	0.0%	i	0.2	-3.7%	1	3	6%	1.2	19	667	10%
CC(=Nc1ccccc1)C1=C(O)CCCC1=O	1%	0.0%	i	0.3	0.3%	5	15	2%	1.1	-2	605	2%

# 4 of the entries above in order of the WT yeast gro inh mutant strain value, largest number first:
canonical_smiles	M1AAP inhibition	Myeloid diff MLP GFP+ MAC1+ %	WT yeast gro inh mutant strain	human PMI inhibition	TNAP activation fold	human PMI inhibitors
CCOC(=O)c1ccc2c(c1)nc(COc1ccc(OC)cc1)n2CC	-3%	0.4	6	10%	1.1	5%
O=S(=O)(c1cccc2cccc(Cl)c12)N1CCCC1	4%	0.4	3	5%	1.1	5%
COc1ccccc1C(C)NCC(=O)Nc1ccccc1C(F)(F)F (stereo unspecified)	-2%	0.9	-8	8%	0.9	11%
COc1ccc(-c2cc(=O)c3ccccc3[nH]2)cc1	5%	0.6	-9	-26%	1.1	-30%

# Bioassay records: PubChem BioAssay, several laboratories
